Bioassay records: PubChem BioAssay, National Center for Advancing Translational Sciences (NCATS)
RORgamma inh: ROR gamma (mouse) transcription inhibition; P51450; Potency, µM (highest dose often 53.6 µM), for the others: at the top dose activity change, negative = inhibition, usual class: inhibitors; Drosophila S2 Gal4-RORgamma UAS-luciferase reporter, 20 h; 310,000 tested, 5.4% active; AID 2551; note: potency is the fitted concentration of half-maximal effect; % is set by controls: 0 for no effect and ±100 for the full control effect; nearly all actives have a fitted effect of over 60% in size
Target sequence (P51450 whole entry, looked up, the tested form may be a part): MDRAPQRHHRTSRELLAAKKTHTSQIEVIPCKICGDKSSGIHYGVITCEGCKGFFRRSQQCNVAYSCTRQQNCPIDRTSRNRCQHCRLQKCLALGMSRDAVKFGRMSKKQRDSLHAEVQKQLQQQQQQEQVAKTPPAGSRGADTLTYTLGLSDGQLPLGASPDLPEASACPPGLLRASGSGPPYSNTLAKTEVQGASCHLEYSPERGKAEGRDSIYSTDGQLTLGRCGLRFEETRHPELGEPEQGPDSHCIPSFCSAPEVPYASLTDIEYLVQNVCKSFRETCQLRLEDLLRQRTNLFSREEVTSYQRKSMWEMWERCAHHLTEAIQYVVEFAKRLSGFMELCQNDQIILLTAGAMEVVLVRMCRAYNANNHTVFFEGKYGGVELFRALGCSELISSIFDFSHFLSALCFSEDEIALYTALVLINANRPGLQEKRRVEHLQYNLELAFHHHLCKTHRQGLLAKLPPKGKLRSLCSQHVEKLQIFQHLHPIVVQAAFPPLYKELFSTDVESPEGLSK
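Stable Schneider cell line, Gal4 DNA-binding domain fused to ROR gamma, UAS-luciferase. Cmpd 1 hr RT → CuSO4 700 uM final → 20 hr RT → luciferase reagent 10 min → luminescence.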
NPC1 prom act: activators of NPC1 promoter; Huh7 NPC1 promoter luciferase reporter, 24 h; Potency, µM (doses to about 9.22 µM), without a hit: at the top dose activation, hits mostly activators; 320,000 tested, 2.4% active;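 note: potency is the fitted concentration of half-maximal effect; % of control where 0% means no effect; nearly all actives have a fitted effect of over 60% in size; reporter is driven by a mutant NPC1 promoter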
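Huh7 reporter cells (NPC1 promoter driving luciferase) are dosed with compound for 24 h at 37 °C, 5% CO2; luciferase detection reagent is then added and luminescence measured after 10 min at ambient temperature.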
Rab9 promoter act: Rab9 promoter activation. Huh7 Rab9 promoter-luciferase reporter, luminescence, 24 h. Potency, µM (series often up to 9.22 µM), for the others: at the top dose activation, negative = inhibition, actives largely listed as activators. 320,000 tested, 2.8% active; note: potency is the fitted concentration of half-maximal effect; % of control where 0% means no effect; nearly all actives have a fitted effect of over 60% in size
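Huh7 cells stably carrying Rab9 promoter–luciferase reporter, plated 1500 cells/well, compound added after 2 h and incubated 24 h at 37 °C; luciferase luminescence then read after 10 min with detection reagent.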
VP16 counter: inhibits Gal4-VP16 luciferase reporter, ROR gamma counter-screen. Drosophila S2 Gal4-VP16 UAS-luciferase, luminescence, 20 h. 310,000 tested, 3.5% active. Potency, µM (titrated, usually from 53.6 µM), without a hit: top-dose activity, negative = inhibition, actives largely listed as inhibitors;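 note: Gal4-VP16 expression switched on by copper sulfate through the metallothionein promoter; potency is the fitted concentration of half-maximal effect; % is set by controls: 0 for no effect and ±100 for the full control effect; nearly all actives have a fitted effect of over 50% in size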
p53 reactivation: mutant p53 re-activation in reporter cells; Potency, µM (top dose mostly 92.2 µM), for the others: top-dose activity change, positive = activation, usual class: activators; 320,000 tested, 0.063% active; AID 504706; H1299 p53-A138V BP100-luciferase reporter, luminescence, 24 h; note: potency is the fitted concentration of half-maximal effect; % of control where 0% means no effect; nearly all actives have a fitted effect of over 45% in size
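H1299 (p53-null), stable ts p53-A138V + BP100-Luc; 1000 cells/well, Opti-MEM/10% FBS; cpd 4 pt, 1:5; 24 h, 37 deg C, 5% CO2; detection reagent 10 min RT; luminescence.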
ELG1 genotox: inducers of genotoxicity in HEK293T ELG1-luciferase cells; HEK293T ELG1-luciferase reporter, luminescence, 16 h; Potency, µM (series often up to 46 µM), without a hit: at the top dose activity change, positive = activation, usual class: activators; 330,000 tested, 1.3% active; note: potency is the fitted concentration of half-maximal effect; % of control where 0% means no effect; nearly all actives have a fitted effect of over 60% in size
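DMSO vehicle served as control against compound-treated ELG1-luciferase HEK293T cells; exposure lasted 16 hr at 37 °C and 5% CO2, followed by ONE-Glo luminescence detection after 30 min.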
TRPV1 agonist: agonists of human vanilloid receptor 1 (TRPV1); TRPV1-expressing cells, Fluo-8 calcium influx, agonist mode; activation, % at 8.33 µM; 320,000 tested, 0.19% active; AID 540275; in the data active = activation above about 80%; inconclusive = between about 30% and that limit; note: 0% is about no effect
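TRPV1-expressing cells were cultured overnight at 35.5C and loaded with Fluo-8 calcium dye for 40 to 90 min at room temperature. After a 10 s baseline, compound was added and calcium influx was read kinetically for 3 min (ex 480/em 520 nm).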
FLuc counter: counter-screen for miR-21 project: firefly luciferase inhibitors or activators | P08659 | purified FLuc, Km substrates, luminescence inhibition | Potency, µM (titrated, usually from 57.5 µM), for inactives: at the top dose activity change, negative = inhibition, usual class: inhibitors | 360,000 tested, 6.9% active | AID 588342;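 note: potency is the fitted concentration of half-maximal effect; plate controls were vehicle for no effect and reference inhibitor for full effect; nearly all actives have a fitted effect of over 55% in size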
Target sequence (P08659 whole entry, looked up): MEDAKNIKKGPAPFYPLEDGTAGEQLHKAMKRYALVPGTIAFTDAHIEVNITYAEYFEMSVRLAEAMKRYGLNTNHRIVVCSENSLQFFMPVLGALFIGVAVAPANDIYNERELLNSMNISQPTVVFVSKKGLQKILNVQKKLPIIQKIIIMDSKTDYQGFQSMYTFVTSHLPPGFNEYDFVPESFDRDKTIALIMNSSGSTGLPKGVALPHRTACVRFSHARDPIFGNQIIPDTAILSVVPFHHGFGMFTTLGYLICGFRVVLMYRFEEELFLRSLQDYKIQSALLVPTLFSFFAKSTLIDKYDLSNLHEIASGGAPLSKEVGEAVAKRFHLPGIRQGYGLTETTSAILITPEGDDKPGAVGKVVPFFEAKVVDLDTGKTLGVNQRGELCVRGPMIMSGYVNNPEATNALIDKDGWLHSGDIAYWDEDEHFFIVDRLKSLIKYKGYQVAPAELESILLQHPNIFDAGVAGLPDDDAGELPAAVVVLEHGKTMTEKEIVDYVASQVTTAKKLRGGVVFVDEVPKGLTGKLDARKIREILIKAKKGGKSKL
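Biochemical qHTS of compounds, final roughly 60 µM downward over six points, against 10 nM purified firefly luciferase using Km concentrations of substrates (10 uM D-luciferin, 10 uM ATP) in Tris acetate pH 7.5 buffer; luminescence output.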
ELG1 repair inh: blocks ELG1-dependent DNA repair in HEK293T cells; HEK293T ELG1-luciferase reporter, luminescence, 16 h; DNA damage induced by 5-fluorouridine; Potency, µM (highest dose often 46.1 µM), inactives show top-dose activity change, negative = inhibition, hits mostly inhibitors; AID 504467; 330,000 tested, 2.3% active; note: potency is the fitted concentration of half-maximal effect; % is set by controls: 0 for no effect and ±100 for the full control effect; nearly all actives have a fitted effect of over 55% in size
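HEK293T cells expressing luciferase-tagged ELG1 (2,000/well) received 5-Fluorouridine plus compound or DMSO for 16 hr at 37 °C. Luciferase was read by ONE-Glo luminescence after 30 min at room temperature.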
BRCA1 expr up: BRCA1 expression activation; AID 624202; 380,000 tested, 1.1% active; Potency, µM (highest dose often 46.1 µM), for the others: at the highest dose activation, actives largely listed as activators; MCF7-BRCA1-FFLuc reporter, luminescence, 48 h; response scale: scaled: vehicle 0%, 10 µM genistein 100%; note: potency is the fitted concentration of half-maximal effect; nearly all actives have a fitted effect of over 80% in size; some results filed as inactive show a strong effect at the top dose
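48 h compound treatment of MCF7-BRCA1-FFLuc cells (phenol-red free MEM, 37 °C), then 15 min with luciferase substrate and luminescence imaging.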
Tb PFK inh: blocks T. brucei phosphofructokinase | 330,000 tested, 0.17% active | AID 485367 | Potency, µM (top dose mostly 57.5 µM), without a hit: at the highest dose activity, negative = inhibition, actives largely listed as inhibitors | T. brucei PFK, ADP-Glo luminescence;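 note: potency is the fitted concentration of half-maximal effect; 0% = uninhibited 1x PFK enzyme wells and -100% = no-enzyme wells; nearly all actives have a fitted effect of over 60% in size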
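Compounds were pin-transferred as a titration series up to 57 uM into substrate buffer (0.5 mM F6P, 0.1 mM ATP, pH 8.0), then 1.25 nM PFK was added and reactions ran 45 min before ADP-Glo detection.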
* hit, by the source's call; ? = inconclusive; / = no result given; [ ] = another dose, or the depositor's remark. Unless noted, calls come from the whole dose curve; as a rule, active = well fitted curve in the direction sought with a large enough effect; inconclusive = small, poorly fitted or top-dose-only effect, or another doubt; inactive = no such curve, though single readings can be large; an effect the other way counts as inactive or inconclusive. This is a random part of the collection. About 15% of those tested had a hit in this group.

Value order – RORgamma inh	NPC1 prom act	Rab9 promoter act	VP16 counter	p53 reactivation	ELG1 genotox	TRPV1 agonist	FLuc counter	ELG1 repair inh	BRCA1 expr up	Tb PFK inh
> O=C(Nc1ccc(F)c(Cl)c1)Nc1cnccn1
 : 37%	-2%	-2%	-1%	19%	-3%	3	2%	?	13%	5%
> O=c1c2ccccc2oc2nc(-c3ccco3)n(-c3ccccc3)c(=O)c12
 : ?	?	?	22%	?	9%	12	3%	?	-42%	-3%
> CCc1c(C)nc2ncnn2c1N1CCC(C(=O)Nc2cccc(C(C)=O)c2)CC1
 : -10%[10 µM]	-7%	3%	-2%	-5%	-17%	4	0%	?	-34%	2%
> O=c1[nH]c(CSc2nc3ccccc3[nH]2)nc2c1cnn2-c1ccccc1
 : ?	-7%	-7%	?	6%	0%	?	?	12µM*	-52%	0%
> C=CCn1c(SCC(=O)N(C)C2CCS(=O)(=O)C2)nnc1-c1ccncc1 (stereo not given)
 : -1%	-4%	9%	1%	-2%	0%	-4	3%	9%	-3%	-5%
> CCNC(=O)C(C)NC(=O)C1=NN(c2ccccc2)C(=O)CC1 (stereo not given)
 : 18%	0%	-6%	-1%	5%	3%	-2	3%	13%	2%	1%
> Cc1ccccc1NC(=S)NNC(=O)c1cccnc1
 : 6.3µM*	-2%	-2%	16µM*	8%	0%	1	-11%	-8%	-7%	2%
> O=C1CCC(=O)N1OCCCOc1ccc(Br)cc1Cl
 : -7%	9%	4%	-24%	-1%	1%	17	?	?	7%	-1%
> CC1CCN(S(=O)(=O)c2ccc(C(=O)Nc3nnc(C4CC4)o3)cc2)CC1
 : 0.35µM*	-6%	2%	0.32µM*	-4%	-14%	-2	2%	-23%	-32%	1%
> CCc1nc2c(c(=O)[nH]1)C1(CCCC1)Cc1ccccc1-2
 : 17%	-6%	-1%	-6%	-1%	1%	23	1%	5%	-14%	-2%
> O=C(CSc1nnc(NC(=O)Cc2ccc(F)cc2)s1)NCc1ccco1
 : 1%	1%	-1%	1%	0%	3%	0	-2%	?	-23%	2%
> C=CCSc1nsc(N)n1
 : 3%	1%	4%	1%	-4%	0%	-3	-2%	23%	17%	-1%
> Cc1cccc(C(=O)NCCN2CCOCC2)c1[N+](=O)[O-]
 : 13%	-1%	-2%	-19%	2%	1%	-3	4%	6%	-4%	3%
> Cc1cc(Nc2ccc(Br)c(C)c2)n2nc(C)nc2n1
 : ?	-2%	-2%	-3%	-4%	2%	7	1%	15%	6%	5%
> Cc1cc(N2CCCC2=O)cc(C)c1S(=O)(=O)Nc1c(C)nn(C)c1C
 : -15%	0%	1%	2%	-2%	-2%	0	-1%	?	-19%	-2%
> O=C(Nc1ccccc1)Nc1nccs1
 : -3%	16%	25%	-28%	11%	-1%	5	24µM*	?	83%	-1%
> COc1ccc(CC(=O)NCCc2cnc[nH]2)cc1
 : -3%	0%	3%	7%	1%	-3%	2	0%	2%	0%	21%
> Cc1ccc(CNC(=O)CN2c3cccc4cccc(c34)S2(=O)=O)cc1
 : /	1%	-5%	/	-10%	0%	-1	15µM*	-18%	4%	-4%
> COc1ccc(CCn2c(-c3ccc(Cl)cc3)n[nH]c2=S)cc1OC
 : 1.6µM*	0%	-5%	?	-4%	-11%	-9	-12%	-19%	-13%	18%
> CC12CCC(=O)N1C(C(=O)Nc1nc3ccc(S(C)(=O)=O)cc3s1)CS2 (stereo not given)
 : 9%	-3%	4%	-8%	-4%	-2%	0	?	0%	0%	1%
> Cn1c(=O)c2c(SCc3cccc(C(F)(F)F)c3)nc(-c3ccco3)nc2n(C)c1=O
 : -8%	2%	5%	-3%	4%	?	3	0%	2%	-18%	1%
> C[C@@H]1CN([C@H](C)CO)C(=O)c2cc(NC(=O)c3ccncc3)ccc2O[C@@H]1CN(C)C(=O)Nc1ccccc1
 : /	/	/	/	-1%	3%	/	/	-27%	10%	20%
> CC(=O)Nc1ccc(S(=O)(=O)NCc2nc(-c3ccccc3)no2)cc1
 : 15%	-2%	-5%	-11%	-1%	-5%	-1	2%	-18%	-4%	-1%
> C=CCNC(=O)c1cc(-c2cccnc2)nc2ccccc12
 : 15%	-2%	-3%	-10%	-4%	-3%	2	-1%	-10%	-24%	-1%
> O=C(Nc1c2c(nc3ccccc13)CCCC2)c1cccc([N+](=O)[O-])c1
 : 20%	-2%	-2%	?	-2%	1%	22	5%	-6%	-7%	1%
> CCCNC(=O)Nc1ccc2c(c1)nc(C)n2C
 : -15%	13%	?	-4%	19%	?	-3	?	?	?	4%
> Cc1[nH]c2ccc(C(=O)N3CCN(C)CC3)cc2c1C
 : 6%	0%	19%	-1%	20%	9%	0	?	?	?	4%
> CCCCN(Cc1ccco1)C(=O)C1CCCN(c2ncnc3c2nc2n3CCCCC2)C1 (stereo not given)
 : 29%	-19%	-1%	-18%	-6%	-12%	?	2%	-25%	-9%	1%
> COC(=O)[C@@]12CCCCN1[C@H](c1ccc(-c3cccc(Cl)c3)c(OC)c1)[C@@H]1C(=O)N(C)C(=O)[C@@H]12
 : /	-8%	-8%	/	-9%	-5%	-4	3%	-5%	-77%	-5%
> c1ccc(-c2[nH]ncc2-c2nc3ccccc3[nH]2)cc1
 : 20%	-3%	0%	3%	1%	-3%	1	5%	-14%	14%	0%
> COc1ccc(N(Cc2ccccc2)C(=O)c2ccccc2[N+](=O)[O-])cc1
 : 4%	-1%	-1%	0%	1%	-11%	23	0%	?	-13%	0%
> Cc1cc(C)nc(/N=C(\N)Nc2ccccc2-c2ccccc2)n1
 : ?	-13%	-30%[inhibitor]	13µM*	-4%	-12%	-1	-4%	?	0%	-6%
> COc1ccccc1CNC(=O)[C@@H]1CCCN1S(=O)(=O)c1ccc(C)cc1
 : 3%	-9%	?	14%	1%	-4%	3	1%	-13%	-10%	0%
> CCN1CCN(CCCNC(=O)C2CCCN(c3nc4c(C)cc(C)cc4s3)C2)CC1 (stereo not given)
 : -4%	17%	3%	1%	?	?	1	17µM*	?	50%	0%
> O=c1c(-c2ccco2)[n+]([O-])c2ccccc2n1OCc1ccccc1[N+](=O)[O-]
 : 19%	-7%	-16%	14%	5%	-9%	7	-15%	23µM*	-57%	-1%
> Cc1ccc(NC(=O)NC2CC(=O)N(c3ccc4c(c3)OCCO4)C2)c(C)c1 (stereo not given)
 : /	-1%	-4%	/	0%	-2%	8	2%	0%	-5%	6%
> CCc1ccccc1N1CCN(S(=O)(=O)c2ccc(F)c(C)c2)CC1
 : -4%	-4%	-1%	-2%	4%	-7%	0	2%[2.3 µM]	?	0%	1%
> CC(NC(=O)CN1CCN(c2cccc(Cl)c2)CC1)c1ccccc1 (stereo not given)
 : 9%	-2%	-4%	-4%	-4%	-3%	23	-4%	-8%	-3%	2%
> Cn1nccc1NC(=O)c1nccnc1C(=O)O
 : -9%	3%	-3%	4%	-2%	0%	0	-3%	7%	-18%	0%
> CCOC(=O)c1c(NC(=O)CSc2nnc(C)s2)sc2c1CCN(C)C2
 : -8%	2%	-11%	-1%	-5%	-3%	-1	-4%	4%	-31%	8%
> CCOc1ccc(-c2nc(-c3ccccc3C)no2)cc1
 : 1%	0.63µM*	0.45µM*	?	?	0.73µM*	-1	1.1µM*	?	/	-8%
> O=C(O)CCCCCNS(=O)(=O)c1ccc2c(c1)OCCO2
 : -11%	-3%	-7%	-2%	0%	1%	1	6%	-15%	5%	-5%
> O=C(Cn1c(=O)n(CC(=O)NCc2ccccc2)c2ccccc21)NCc1ccccc1
 : 1%	1%	0%	-3%	15%	?	-2	1%	?	-28%	-3%

Structures listed above marked active in Rab9 promoter act:
compound	RORgamma inh	NPC1 prom act	Rab9 promoter act	p53 reactivation	TRPV1 agonist	BRCA1 expr up	Tb PFK inh
CCOc1ccc(-c2nc(-c3ccccc3C)no2)cc1	1%	0.63µM*	0.45µM*	?	-1	/	-8%
